Assay outcomes from PubChem.
GPR151 ag – activators of human GPR151. Q8TDV0. PathHunter beta-arrestin GPR151 cells, luminescence. activation, % at 11.2 µM. 650,000 compounds, 1% hits. AID 1508602; in the data active means activation above about 4.9%;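 further: 0% = median of compound wells and 100% = cells with positive control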
Target sequence (Q8TDV0 whole entry, looked up): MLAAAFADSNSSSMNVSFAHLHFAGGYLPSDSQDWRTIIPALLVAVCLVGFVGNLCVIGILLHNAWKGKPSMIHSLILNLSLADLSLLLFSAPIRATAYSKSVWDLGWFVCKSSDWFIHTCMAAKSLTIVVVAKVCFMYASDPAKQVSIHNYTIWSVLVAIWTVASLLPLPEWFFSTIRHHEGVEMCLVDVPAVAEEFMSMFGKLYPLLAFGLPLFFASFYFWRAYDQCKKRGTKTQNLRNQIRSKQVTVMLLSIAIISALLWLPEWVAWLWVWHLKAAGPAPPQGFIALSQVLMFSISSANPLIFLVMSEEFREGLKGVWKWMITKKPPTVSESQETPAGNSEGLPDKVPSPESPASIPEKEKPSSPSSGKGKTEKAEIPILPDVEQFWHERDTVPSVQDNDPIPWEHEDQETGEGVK
TEAD-YAP block – TEAD-YAP interaction inhibition; HEK-TIYL cells, TEAD-Gal4/YAP UAS-luciferase luminescence; inhibition, % at 9.12 µM; 640,000 compounds, 1.4% hits; AID 1259422; in the data active means inhibition above about 32%;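 further: 0% = median of test compound wells and 100% = reference inhibitor wells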
MITF inh – human MITF inhibition, primary screen; O75030; AlphaScreen MITF homodimerization, bead proximity signal; inhibition, % at 2.6 µM; 650,000 compounds, 0.91% hits; in the data active means inhibition above about 50%;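 further: 0% = vehicle wells with protein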
Target sequence (O75030 whole entry, looked up): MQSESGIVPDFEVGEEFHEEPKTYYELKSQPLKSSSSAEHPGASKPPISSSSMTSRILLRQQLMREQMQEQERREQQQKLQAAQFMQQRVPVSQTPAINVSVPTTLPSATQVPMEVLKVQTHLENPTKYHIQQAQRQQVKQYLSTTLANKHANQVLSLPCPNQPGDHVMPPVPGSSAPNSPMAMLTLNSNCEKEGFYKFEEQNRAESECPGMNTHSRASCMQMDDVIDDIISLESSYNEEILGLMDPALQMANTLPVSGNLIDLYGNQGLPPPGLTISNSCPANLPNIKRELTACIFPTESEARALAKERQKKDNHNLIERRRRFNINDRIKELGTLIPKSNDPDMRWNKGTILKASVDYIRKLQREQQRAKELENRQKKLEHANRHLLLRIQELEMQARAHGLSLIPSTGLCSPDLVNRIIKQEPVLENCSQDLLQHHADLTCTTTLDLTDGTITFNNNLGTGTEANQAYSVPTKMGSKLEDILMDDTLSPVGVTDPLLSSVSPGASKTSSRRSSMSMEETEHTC
FBW7 activator – activators of human E3 ligase FBW7. Q969H0. AlphaScreen FBW7–phospho-cyclin E peptide binding, activator screen. normalized activity (activation), % at 26.1 µM. 650,000 compounds, 0.13% hits. AID 1259310; in the data active means normalized activity above about 1.9%;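 further: purified mutant Fbw7 with reduced substrate affinity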
* = called active by the depositor.

No. | Compound | FBW7 activator | MITF inh | TEAD-YAP block | GPR151 ag
1 | CC1(C)CC(=O)C2=C(C1)OC(N)=C(C#N)C2c1cccc(O)c1 (configuration not stated) | -0.2 | 14 | -6 | -1.1
2 | O=C(CSc1nnc(-c2ccoc2)o1)N1CCOCC1 | -0.3 | -7 | -12 | -1.0
3 | O=C(NC1(c2ccc(F)cc2)CCCC1)c1cnsc1 | -0.1 | 7 | 5 | 0.6
4 | Cc1ccc(CN=c2c([N+](=O)[O-])nn(-c3cccc(Cl)c3)n2O)cc1 | -0.5 | 33 | 7 | -0.8
5 | Cc1ccc(CN2CCCC(C(=O)Nc3ccc(-c4ccn[nH]4)cc3)C2)o1 (configuration not stated) | 0.1 | 0 | -4 | 3.3
6 | N#CC1=C(N)Oc2n[nH]c(-c3ccc(Br)cc3)c2C1c1ccncc1 (configuration not stated) | -0.4 | 17 | 0 | 0.7
7 | Cc1cccc(CCN(C(=O)c2csnn2)C(C(=O)NC2CCCC2)c2ccncc2)c1 (configuration not stated) | -0.1 | 6 | 5 | 1.2
8 | O=C(O)c1ccc(NC(=O)c2ccc(Br)cc2)cc1 | 0.4 | 14 | -1 | -0.4
9 | CN(C)CCCNc1ncnc2c1c(-c1ccccc1)cn2-c1cccc(Cl)c1 | -0.1 | -11 | 4 | 1.1
10 | COc1ccc(NC(=O)C2CC3CCCN3C23C(=O)Nc2ccccc23)cc1OC (configuration not stated) | 0.1 | 4 | -5 | -0.8
11 | Cc1cccnc1CNC(=O)CCc1nnc(CCCCc2ccccc2)o1 | 0.1 | 7 | 7 | 0.0
12 | NS(=O)(=O)c1ccc2c(c1)C(=NO)c1cc(S(N)(=O)=O)ccc1-2 | 0.0 | -3 | -11 | -1.1
13 | CCOC(=O)c1cnn(-c2ccccc2)c1NC(=O)c1ccccc1 | 0.1 | 10 | -16 | 1.6
14 | O=C(Nc1ccc(NC(=O)c2ccc([N+](=O)[O-])o2)cc1)c1cccc(Cl)c1 | 0.0 | 5 | 11 | 0.5
15 | Cc1oc(C(C)(C)C)cc1C(=O)Nc1ccc(N(C)C)cc1 | 0.4 | 8 | 16 | 0.6
16 | CCC(C)NC(=O)c1nnc2n(c1=O)CCN2c1ccccc1 (configuration not stated) | 0.0 | 2 | 3 | -1.0
17 | C=CCN1C(=O)S/C(=C\c2cc(Cl)c(OCC(=O)O)c(OC)c2)C1=O | -0.1 | -1 | -3 | -0.3
18 | COC(=O)C1=C(C)c2oc(N)nc2C1c1ccc(SC)cc1 (configuration not stated) | 0.0 | -5 | 9 | 0.6
19 | COc1ccc(O)c(/C=N/NC(=O)c2ccccc2O)c1 | 0.6 | 43 | 65* | 1.3
20 | COc1ccc(-n2c(=S)[nH]c3cc(C(=O)N4CCOCC4)ccc3c2=O)c(OC)c1 | 0.0 | 1 | 11 | -1.3
21 | Cc1ccc(NC(=O)c2cc3cc(Cl)ccc3o/c2=N\c2sc3c(c2C#N)CCCC3)cc1 | 0.0 | 23 | 3 | -1.5
22 | COCCNc1cc(C)nc2cc(-c3cccc(OC)c3)nn12 | 0.1 | 13 | -18 | 0.8
23 | O=C(CC1SC(=Nc2ccccc2)N(CCc2ccccc2)C1=O)Nc1ccccc1[N+](=O)[O-] (configuration not stated) | -0.1 | 2 | 2 | -0.5
24 | CC1(/[N+]([O-])=C/c2cccc([N+](=O)[O-])c2)CCCCC1=O (configuration not stated) | 0.4 | 14 | 9 | 0.3
25 | Cn1cccc1C(=O)c1cc([N+](=O)[O-])cc([N+](=O)[O-])c1 | -0.2 | 22 | 8 | 2.6
26 | COc1ccccc1/C=C/C(=O)Nn1c(C)nc2ccccc2c1=O | 0.1 | -3 | 15 | -0.1
27 | COC(=O)c1ccc(-c2cnc3ccc(NC4CCC(O)CC4)nn23)cc1 (configuration not stated) | -0.4 | -4 | 41* | 0.7
28 | CCC(Sc1nc(=O)cc(N)n1-c1ccccc1)C(=O)Nc1nnc(C)s1 (configuration not stated) | -0.1 | -3 | 3 | -0.8
29 | COc1cc(CNc2ccccc2C)cc2c1OCO2 | -0.1 | 5 | -12 | -0.4
30 | CCOc1ccc(-n2c(CNC(=O)c3cccs3)nnc2SCC(=O)N2N=C(c3ccc(OC)cc3)CC2c2ccc(F)cc2)cc1 (configuration not stated) | 0.5 | 6 | -6 | -1.4
31 | O=C(Nc1ccc(NC(=S)NC(=O)c2cc3ccccc3o2)cc1)c1ccco1 | 0.2 | -4 | 6 | 0.1
32 | CCC(C)N1C(=O)C2C(C(=O)Nc3ccc(C)cc3)C3C=CC2(O3)C1C(=O)NC1CCCCC1 (configuration not stated) | 0.0 | 11 | 4 | -0.1
33 | O=C1NC(=O)C(=Cc2cccc(OC(=O)c3cccc(F)c3)c2)C(=O)N1 | -1.1 | -7 | 4 | -0.9
34 | CCCN1Cc2cccc(C(=O)Nc3ccccc3OC)c2C1=O | -0.2 | -18 | 2 | 0.2
35 | COc1cccc(OC)c1C(=O)NNC(=O)c1ccc(F)cc1 | -0.1 | -5 | 6 | 0.8
36 | CCOc1ccc(CNC(=S)NNC(N)=S)cc1Br | -0.3 | 2 | -2 | 0.3
37 | OC1CCN(c2ncnc3c2nnn3Cc2ccccc2F)CC1 | -0.1 | -4 | -5 | 0.2
38 | O=C(c1nc2ccc(Cl)cn2c1CNCCn1ccnc1)N1CCc2ccccc2C1 | 0.0 | 7 | 0 | 1.1
39 | COC(=O)c1ccc(NC(=O)c2c(NCc3cccc(F)c3)sc3c2CCCC3)cc1 | -0.2 | 1 | 2 | -0.2
40 | CC(=O)N(Cc1ccco1)c1nc2c(F)cc(F)cc2s1 | 0.2 | -20 | 1 | 1.4
41 | CCC1c2ccc(C)n2CCN1C(=O)Nc1cccc(Cl)c1 (configuration not stated) | -0.1 | -3 | -3 | 1.6
42 | N=C1SCCN1CC(=O)c1ccccc1 | -0.1 | -4 | -26 | 0.6
43 | CCN(CC)C(=O)Cn1ncn2c(cc3ccsc32)c1=O | 0.0 | -7 | -10 | -0.6
44 | Cc1ccc(C23NC(=O)NC2(c2ccc(C)cc2)NC(=O)N3)cc1 (configuration not stated) | -0.1 | 2 | 2 | 1.1
45 | O=C(CSc1nnc(-c2cccnc2)n1C1CCCCC1)Nc1ncc2c(n1)CC(c1cccs1)CC2=O (configuration not stated) | 0.5 | 15 | -7 | -0.9
46 | Cc1ccc2nc(-c3ccc(NC(=O)C4CC4)cc3)[nH]c2c1 | -0.2 | -4 | 24 | -2.4
47 | CC1(C)C(C#N)=C2SCCN2C(=O)C1C#N (configuration not stated) | 0.0 | -1 | 5 | -0.1
48 | O=C(CSc1cc(N2CCCC2)ncn1)c1ccccc1 | 0.3 | 18 | 76* | -8.7
49 | Cc1ccc2sc(-c3ccc(NC(=O)c4ccc([N+](=O)[O-])cc4)cc3)nc2c1 | 0.0 | 3 | -8 | -0.6
50 | Cc1ccc(C)c(Cc2c(C)nc3c(C(=O)NCc4ccco4)cnn3c2C)c1 | 0.2 | -2 | 6 | -0.6
51 | CCCC(=O)c1ccc(N2CCN(C(=O)c3ccc(F)c(F)c3)CC2)c(F)c1 | 0.0 | 6 | 4 | 0.8
52 | CN1CCC(N(C2CC2)S(=O)(=O)c2cccc(C(F)(F)F)c2)CC1 | -0.1 | 4 | 1 | -0.5
53 | COc1cccc(NC(=S)NC2CCN(Cc3ccccc3)CC2)c1 | 0.3 | 8 | 1 | -1.6
54 | CC(=O)Oc1ccc2c(c1)CCC1C3CCC(=O)C3(C)CC(O)C21O (configuration not stated) | -0.6 | 12 | -5 | 1.2
55 | COc1ccc(CNC(=O)c2nn(Cc3ccccn3)c3c2CN(Cc2cccc(OC)c2)CC3)cc1 | 0.0 | -8 | -5 | -0.3
56 | O=C(COC(=O)C(Cc1c[nH]c2ccccc12)NC(=O)c1ccco1)c1ccccc1 (configuration not stated) | 0.6 | -4 | -3 | -1.8
57 | O=C(CCC1(Cc2cccs2)CCC(=O)N1)NCCCn1nnc2ccccc21 (configuration not stated) | 0.1 | 18 | 8 | 3.1
58 | Cc1cccc(NC(=O)C2C3C=CC(C4CC34)C2C(=O)O)c1C (configuration not stated) | 0.0 | 55* | 5 | 3.7
59 | Fc1ccccc1-n1c(-c2ccncc2)n[nH]c1=S | -0.2 | 12 | 18 | 1.8
60 | COc1ccc(NC(=O)C2=C(C)NC(=O)NC2c2ccc(Cl)cc2Cl)c(OC)c1 (configuration not stated) | 0.0 | -15 | -5 | -0.5

(listing goes on)
No. | Compound | FBW7 activator | MITF inh | TEAD-YAP block | GPR151 ag
61 | COCc1cc(C)n(CC(N)=O)c(=O)c1C#N | -0.1 | 4 | 2 | 0.1
62 | O=S(=O)(Nc1ccc2cn[nH]c2c1)c1ccc(Cl)s1 | 0.0 | 15 | -6 | 1.1
63 | CCOC(=O)C1=C(N)OC2=C(C(=O)CCC2)C1c1ccccc1OC (configuration not stated) | 0.7 | 22 | 8 | 1.1
64 | Cc1ccc(C(=O)COC(=O)CNC(=O)Cc2ccccc2)cc1[N+](=O)[O-] | 0.2 | -6 | -12 | -0.5
65 | CC(C)(C)c1ccc(C2CC(=O)C3=C(C2)Nc2ccccc2N(C(=O)CCC(=O)O)C3c2ccc(F)cc2)cc1 (configuration not stated) | 0.5 | 22 | -4 | 0.3
66 | O=C(NCC1COC2(CCCC2)O1)c1cc(Cl)ccc1Cl (configuration not stated) | 0.0 | 18 | -5 | 0.5
67 | Cc1cccc(/C=C2\N=C(c3ccccc3)OC2=O)c1 | 0.0 | 9 | -2 | -0.4
68 | COc1cccc(CN2CCC(N3CC[C@@H]4CCCC[C@H]4C3)CCC2=O)c1 (some centres not stated) | 0.2 | -16 | -7 | 0.4
69 | COc1cccc(C2(CC(=O)N3CCC(Oc4cccnc4)CC3)CC(=O)N(C)C2=O)c1 (configuration not stated) | 0.0 | -3 | -45 | -0.8
70 | CCOc1cc(C(=O)Nc2ccccc2C(N)=O)cc(OCC)c1OCC | 0.0 | -6 | 37* | -0.2
71 | NC(=O)c1cccc(-c2cnc(NCc3ccc(Cl)c(Cl)c3)c3nccn23)c1 | 0.1 | -18 | 1 | 0.0
72 | COc1c(C)cccc1C(=O)NC(=S)Nc1ccc(S(N)(=O)=O)cc1 | 0.2 | -1 | -39 | 0.1
73 | O=C(Oc1cccc(NC(=O)c2ccc(Br)o2)c1)c1ccc([N+](=O)[O-])cc1 | 0.0 | 7 | -9 | -0.6
74 | COC(=O)C1=C(C)OC(N)=C(C#N)C1c1ccccc1OC (configuration not stated) | -0.3 | -3 | 2 | -0.2
75 | COc1ccc(-c2noc(C(C)Oc3ccccc3)n2)cc1OC (configuration not stated) | 0.0 | 0 | -9 | 0.3
76 | CC(C)c1ccc(-c2c(C#N)c(N)nc3sc(C(=O)c4ccc(Br)cc4)c(N)c23)cc1 | 0.0 | 0 | -2 | -0.8
77 | O=C(Nc1ccccc1F)C(=O)NC1CCCCCC1 | 0.1 | -20 | -21 | 3.4
78 | Cc1ccnc(NS(=O)(=O)c2c(C)noc2C)c1 | -0.5 | -3 | 4 | 0.5
79 | COc1ccc(OC)c(NC(=O)Cn2ccn(Cc3ccccc3OC)c(=O)c2=O)c1 | -0.1 | 1 | 4 | -0.5
80 | C=COCCNC(=O)C(=O)Nc1c(C)cccc1C | -0.2 | 2 | -9 | -1.1
81 | COc1ccc(CN(CC(=O)NCc2ccccc2)C(=O)c2csnn2)cc1 | -0.1 | 12 | 10 | -0.3
82 | Fc1ccc(N2CCN(c3c4c(nc5nncn35)CCC4)CC2)cc1 | -0.1 | 1 | 4 | 0.7
83 | C=CCN1C(=O)C(C(=O)N2CCOCC2)C2CC1(C)Oc1ccccc12 (configuration not stated) | 0.1 | 3 | -15 | -0.7
84 | O=C(COc1cccc2ccccc12)N1c2ccccc2CCc2ccccc21 | 0.0 | 17 | -2 | -0.9

Structural class: those above containing a Cl atom (eleven)
No. | Compound | FBW7 activator | MITF inh | TEAD-YAP block | GPR151 ag
4 | Cc1ccc(CN=c2c([N+](=O)[O-])nn(-c3cccc(Cl)c3)n2O)cc1 | -0.5 | 33 | 7 | -0.8
9 | CN(C)CCCNc1ncnc2c1c(-c1ccccc1)cn2-c1cccc(Cl)c1 | -0.1 | -11 | 4 | 1.1
14 | O=C(Nc1ccc(NC(=O)c2ccc([N+](=O)[O-])o2)cc1)c1cccc(Cl)c1 | 0.0 | 5 | 11 | 0.5
17 | C=CCN1C(=O)S/C(=C\c2cc(Cl)c(OCC(=O)O)c(OC)c2)C1=O | -0.1 | -1 | -3 | -0.3
21 | Cc1ccc(NC(=O)c2cc3cc(Cl)ccc3o/c2=N\c2sc3c(c2C#N)CCCC3)cc1 | 0.0 | 23 | 3 | -1.5
38 | O=C(c1nc2ccc(Cl)cn2c1CNCCn1ccnc1)N1CCc2ccccc2C1 | 0.0 | 7 | 0 | 1.1
41 | CCC1c2ccc(C)n2CCN1C(=O)Nc1cccc(Cl)c1 (configuration not stated) | -0.1 | -3 | -3 | 1.6
60 | COc1ccc(NC(=O)C2=C(C)NC(=O)NC2c2ccc(Cl)cc2Cl)c(OC)c1 (configuration not stated) | 0.0 | -15 | -5 | -0.5
62 | O=S(=O)(Nc1ccc2cn[nH]c2c1)c1ccc(Cl)s1 | 0.0 | 15 | -6 | 1.1
66 | O=C(NCC1COC2(CCCC2)O1)c1cc(Cl)ccc1Cl (configuration not stated) | 0.0 | 18 | -5 | 0.5
71 | NC(=O)c1cccc(-c2cnc(NCc3ccc(Cl)c(Cl)c3)c3nccn23)c1 | 0.1 | -18 | 1 | 0.0
